Assay outcomes (PubChem BioAssay)
TcdB inh: TcdB glycohydrolase inhibition | P18177 | TcdB glycohydrolase enzymatic assay, plate reader | inhibition, % at 9.99 µM | 0.24% of 350,000 active | AID 652162; in the data active = inhibition above about 10%
Target sequence (P18177 whole entry, looked up): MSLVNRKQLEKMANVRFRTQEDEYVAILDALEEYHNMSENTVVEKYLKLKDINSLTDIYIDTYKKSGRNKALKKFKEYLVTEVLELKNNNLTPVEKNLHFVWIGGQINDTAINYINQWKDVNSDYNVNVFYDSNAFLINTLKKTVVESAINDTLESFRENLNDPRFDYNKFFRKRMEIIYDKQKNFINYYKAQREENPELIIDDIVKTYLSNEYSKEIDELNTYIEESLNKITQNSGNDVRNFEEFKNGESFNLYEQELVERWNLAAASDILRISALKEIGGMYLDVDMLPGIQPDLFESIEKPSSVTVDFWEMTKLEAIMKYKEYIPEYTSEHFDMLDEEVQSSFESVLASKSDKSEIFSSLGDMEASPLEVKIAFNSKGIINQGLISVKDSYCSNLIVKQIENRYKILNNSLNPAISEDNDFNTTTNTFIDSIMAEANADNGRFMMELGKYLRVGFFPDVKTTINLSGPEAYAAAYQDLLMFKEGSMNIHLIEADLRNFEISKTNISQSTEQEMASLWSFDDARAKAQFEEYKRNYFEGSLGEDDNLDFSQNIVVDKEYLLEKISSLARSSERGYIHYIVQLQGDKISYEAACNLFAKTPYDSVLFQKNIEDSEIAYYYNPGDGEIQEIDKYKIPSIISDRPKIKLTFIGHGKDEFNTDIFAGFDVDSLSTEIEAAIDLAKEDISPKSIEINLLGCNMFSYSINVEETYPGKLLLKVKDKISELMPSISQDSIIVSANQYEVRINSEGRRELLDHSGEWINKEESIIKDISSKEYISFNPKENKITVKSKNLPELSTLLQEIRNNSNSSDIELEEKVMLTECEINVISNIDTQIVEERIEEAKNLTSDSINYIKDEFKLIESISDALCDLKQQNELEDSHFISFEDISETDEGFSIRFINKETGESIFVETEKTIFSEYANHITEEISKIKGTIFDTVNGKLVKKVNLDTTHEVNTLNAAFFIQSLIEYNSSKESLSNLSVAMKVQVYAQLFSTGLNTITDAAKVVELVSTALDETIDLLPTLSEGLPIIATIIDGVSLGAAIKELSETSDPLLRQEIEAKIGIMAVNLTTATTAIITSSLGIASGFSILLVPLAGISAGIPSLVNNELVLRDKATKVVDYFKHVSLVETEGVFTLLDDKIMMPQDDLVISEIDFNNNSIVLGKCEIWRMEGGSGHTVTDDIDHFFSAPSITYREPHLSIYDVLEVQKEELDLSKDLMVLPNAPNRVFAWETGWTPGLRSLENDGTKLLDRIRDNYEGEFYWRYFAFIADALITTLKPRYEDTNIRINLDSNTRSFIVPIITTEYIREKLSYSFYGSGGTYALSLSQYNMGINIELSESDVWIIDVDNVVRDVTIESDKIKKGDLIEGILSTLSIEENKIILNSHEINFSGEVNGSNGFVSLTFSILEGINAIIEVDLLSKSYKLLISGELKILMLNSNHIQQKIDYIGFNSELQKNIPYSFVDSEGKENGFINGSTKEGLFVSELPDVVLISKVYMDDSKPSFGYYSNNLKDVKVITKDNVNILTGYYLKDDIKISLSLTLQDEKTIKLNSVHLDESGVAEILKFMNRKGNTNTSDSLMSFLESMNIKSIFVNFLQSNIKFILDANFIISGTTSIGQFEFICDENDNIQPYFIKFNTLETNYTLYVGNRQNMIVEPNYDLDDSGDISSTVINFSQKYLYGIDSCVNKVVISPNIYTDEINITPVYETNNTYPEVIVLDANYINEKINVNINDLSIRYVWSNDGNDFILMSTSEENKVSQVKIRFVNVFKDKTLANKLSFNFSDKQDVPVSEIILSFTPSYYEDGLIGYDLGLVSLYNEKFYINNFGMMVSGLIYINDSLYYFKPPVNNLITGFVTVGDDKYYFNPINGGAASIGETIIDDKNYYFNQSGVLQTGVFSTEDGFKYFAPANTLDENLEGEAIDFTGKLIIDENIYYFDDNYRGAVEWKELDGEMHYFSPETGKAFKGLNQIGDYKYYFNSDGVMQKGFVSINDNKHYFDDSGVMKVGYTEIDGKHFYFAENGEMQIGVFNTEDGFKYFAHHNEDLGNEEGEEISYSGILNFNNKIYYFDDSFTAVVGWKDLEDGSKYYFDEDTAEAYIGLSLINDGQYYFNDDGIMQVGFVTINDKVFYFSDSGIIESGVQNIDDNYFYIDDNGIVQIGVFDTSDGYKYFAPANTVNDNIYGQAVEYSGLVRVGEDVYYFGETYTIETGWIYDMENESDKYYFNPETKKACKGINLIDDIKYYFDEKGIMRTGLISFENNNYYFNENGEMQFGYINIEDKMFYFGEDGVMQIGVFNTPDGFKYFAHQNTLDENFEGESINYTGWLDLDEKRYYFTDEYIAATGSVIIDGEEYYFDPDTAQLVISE
Starred values were filed as active, the others as inactive; & = joins results of further samples.

smiles | TcdB inh
CC(=O)N1CCN(c2ccc(N3CCN(C(C)=O)[C@@H](C)C3)c(C)c2)[C@H](C)C1 | 1.1
COc1cccc(CN2[C@@H](CO)[C@@H](c3ccccc3)C23CN(C(=O)C2CC2)C3)c1 | -4.9
O=C(c1cccc(F)c1)N1CC[C@H]2[C@H](CO)Nc3ccc(C#Cc4ccccc4)cc3[C@H]21 | 0.3
OC(c1ccccc1)(c1ccccc1)C1CCN(CCCOc2cc(F)cc(F)c2)CC1 | -0.2
O=C(C[C@@H]1CC[C@@H]2[C@H](COC[C@@H](O)CN2S(=O)(=O)c2ccc(Cl)cc2)O1)NCCN1CCCCC1 | -0.8
CN(Cc1ccccc1)C(=O)c1cccc(NC(=O)Cc2ccc(NC(=O)C3CCCN(S(=O)(=O)c4cccc([N+](=O)[O-])c4)C3)cc2)c1 (centres undefined) | 2.0
CCC(=O)N1CC2(C1)[C@@H](c1ccccc1)[C@@H](CO)N2CC1CC1 | -0.2
O=C(NCC(F)(F)F)[C@@H]1[C@@H](CO)[C@@H]2Cn3c(cccc3=O)[C@H]1N2CCC(F)(F)F | -0.7
COc1ccc(CN2C(=O)C(CC(=O)NCCN3CCOCC3)CC(C(=O)N3CCCCCC3)=C2C)cc1 (centres undefined) | 1.0
CC(C)NC(=O)N[C@@H]1C[C@@H]2O[C@@H](CO)CC[C@@H]2O[C@@H]1CCc1ccc(-c2ccc(F)cc2)cc1 | 1.7
O=C(C[C@H]1CC[C@@H]2[C@H](COC[C@@H](O)CN2CC2CCCC2)O1)NCC1CC1 | -0.7
O=C(N[C@H](Cc1ccccc1)C(=O)NCc1ccc2c(c1)OCO2)[C@H]1O[C@@H](n2ccc(=O)[nH]c2=O)[C@H](O)[C@@H]1O | 1.2
Cc1ccc(C2NC(=O)c3[nH]nc(-c4ccccc4)c32)cc1 (centres undefined) | 1.3
C[C@H](CO)N1C[C@H](C)[C@H](CN(C)Cc2ccc3c(c2)OCO3)OCc2ccccc2-c2c(n(C)c3ccccc23)C1=O | 0.3
COc1ccc(C(=O)c2[nH]c(N)c(C(=O)NCCc3c[nH]c4ccccc34)c2-c2ccc(Cl)c(F)c2)cc1 | 0.7
CCOC(=O)CC1(CCc2ccccc2)Oc2ccccc2O1 | -0.2
COc1ccc(CCN)cc1S(N)(=O)=O | 1.1
Cc1ccccc1-c1ccc(C2[C@@H]3CN(S(=O)(=O)c4cn(C)cn4)C[C@H]2N3)cc1 (some centres undefined) | -0.7&-4.1
C#CCN1[C@H](/C=C/C2CC2)[C@H](Cc2ccccc2)OC(=O)[C@@H]1Cc1ccccc1 | -1.3
CC(C)[C@@H]1COCn2nncc2CCCC(=O)N1 | -0.5
CCS(=O)(=O)N1CC2(CN(C(=O)Nc3c(C)noc3C)[C@@H](CO)c3c2c2ccc(OC)cc2n3C)C1 | 0.0
CC(C)[C@H](NC(=O)CC1CCCC1)C(=O)N1CCC[C@H]1C(=O)NCCc1ccccc1Cl | 1.6
O=C(C1CCCC1)N1C[C@@H]2N[C@H](C1)C2c1ccc(/C=C/c2ccccc2)cc1 (some centres undefined) | -0.1&0.0
O=C(Nc1ccc2c(c1)OCCO2)C1C(=O)Nc2ccccc2C(=O)N1C1CCCCC1 (centres undefined) | -0.5
O=C(c1ccncc1)N1CC2(C1)[C@H](c1ccccc1)[C@H](CO)N2C(=O)c1ccncc1 | -1.3
CC(C)CC#Cc1ccc([C@H]2[C@H]3CN(C(=O)Nc4ccc(F)cc4)CC(=O)N3[C@H]2CO)cc1 | -0.3
N#C[C@H]1[C@@H](c2ccccc2C2=CCCCC2)[C@H](CO)N1C(=O)c1cccc(F)c1 | 0.1
O=c1[nH][nH]c2c1C(c1ccc(Cl)c(Cl)c1)OC(CCc1ccccc1)C2 (centres undefined) | 1.9
C/C=C/c1ccc([C@H]2[C@@H](CO)N(Cc3cccc(F)c3)C23CN(C(=O)CC)C3)cc1 | 0.5
COc1ccc2c3c([nH]c2c1)[C@@H](CO)N(Cc1ccncc1)CC31CCN(CC2CCOCC2)CC1 | -0.1
COC(=O)C[C@@H]1CC[C@H](NS(=O)(=O)c2cccc(F)c2)[C@@H](CO)O1 | -1.1
Cn1cnc(S(=O)(=O)N2CC[C@H]3[C@H](CO)Nc4ccc(-c5ccccc5)cc4[C@H]32)c1 | 1.7
COc1cccc(C=NNC(=S)NC2CC3CCC2C3)c1O (centres undefined) | 2.8
CN1C(=O)c2cc(NC(=O)C3CCC3)ccc2OC[C@H]2O[C@H](CC(=O)NCC3CCCCC3)CC[C@H]21 | 0.2
COc1ccccc1-c1ccc([C@H]2[C@@H](CO)N(C(C)=O)C23CN(C(C)=O)C3)cc1 | 0.4
Nc1[nH]c(C(=O)c2ccc(Br)cc2)c(-c2ccc(Br)cc2)c1C(=O)NCCc1c[nH]c2ccccc12 | 0.9

Part of the list above, as labelled records.
COC(=O)C[C@@H]1CC[C@H](NS(=O)(=O)c2cccc(F)c2)[C@@H](CO)O1
  TcdB inh: -1.1
Nc1[nH]c(C(=O)c2ccc(Br)cc2)c(-c2ccc(Br)cc2)c1C(=O)NCCc1c[nH]c2ccccc12
  TcdB inh: 0.9
C/C=C/c1ccc([C@H]2[C@@H](CO)N(Cc3cccc(F)c3)C23CN(C(=O)CC)C3)cc1
  TcdB inh: 0.5
COc1cccc(C=NNC(=S)NC2CC3CCC2C3)c1O (centres undefined)
  TcdB inh: 2.8

Three structures from above, ordered by heavy-atom count, descending.
smiles | TcdB inh
Nc1[nH]c(C(=O)c2ccc(Br)cc2)c(-c2ccc(Br)cc2)c1C(=O)NCCc1c[nH]c2ccccc12 | 0.9
CC(C)CC#Cc1ccc([C@H]2[C@H]3CN(C(=O)Nc4ccc(F)cc4)CC(=O)N3[C@H]2CO)cc1 | -0.3
N#C[C@H]1[C@@H](c2ccccc2C2=CCCCC2)[C@H](CO)N1C(=O)c1cccc(F)c1 | 0.1

New compounds follow.
smiles | TcdB inh
COc1ccc(NC(=O)C(c2ccnc3ccccc23)n2c(=O)c(-c3ccccc3)nc3ccccc32)cc1 (centres undefined) | 1.3
Cc1cc(N2CCNC[C@H]2C)ccc1N1CC[C@H](O)C1 | -25
COc1ccc2c3c([nH]c2c1)[C@H](CO)N(S(=O)(=O)c1ccc(C)cc1)CC31CN(C(=O)Cc2cccnc2)C1 | 0.3
CCCCNC(=O)C(NC(=O)Cc1cc(C(F)(F)F)cc(C(F)(F)F)c1)C(=O)c1ccccc1 (centres undefined) | -0.1
CC(=O)N1CC(=O)N2[C@H](C1)[C@@H](c1ccc(C#CC(C)C)cc1)[C@@H]2CO | 0.6
CCC(=O)N1CCC2(CC1)CN(Cc1cc(F)ccc1F)[C@@H](CO)c1[nH]c3cc(OC)ccc3c12 | -0.4
C[C@@H]1CN([C@H](C)CO)C(=O)c2cc(NC(=O)CCCCCC(=O)Nc3ccccc3N)ccc2O[C@H]1CN(C)S(=O)(=O)c1cccs1 | -1.0
C[C@H](CO)N1C[C@H](C)[C@H](CN(C)S(=O)(=O)c2ccc(Cl)cc2)Oc2c(NC(=O)CCCCCC(=O)Nc3ccccc3N)cccc2C1=O | -5.7
CCCCOCC1CN(CCCC)S(=O)(=O)c2c(cccc2N2CCCC2)O1 (centres undefined) | -0.1
COC1=CC(=O)OC(c2cccc(Cl)c2)C1 (centres undefined) | 2.0
C#CCNC(=O)C[C@@H]1C[C@@]2(C(=O)OC)CC(C)(C)CC=C2N(Cc2cccc3ccccc23)C1=O | 0.6
Cc1noc(C)c1S(=O)(=O)N(C)C[C@@H]1Oc2ccc(NS(=O)(=O)c3ccc(F)cc3)cc2CC(=O)N([C@@H](C)CO)C[C@@H]1C | 0.9

Later entries:
Compound	TcdB inh
CS(=O)(=O)N1[C@@H]2CNC[C@H]1C2c1ccc(-c2ccccc2)cc1 (some centres undefined)	0.3
OC[C@H]1CC[C@@H]2O[C@H](CCc3ccc(C#CCc4ccccc4)cc3)[C@@H](n3cc(-c4ccccc4)nn3)C[C@@H]2O1	-1.3
Cc1ccc(CN2CC(=O)N3[C@H](CO)[C@@H](c4ccc(-c5ccccc5F)cc4)[C@H]3C2)cc1	-0.1
O=C(C1CCOCC1)N1CC(=O)N2[C@H](CO)[C@H](c3ccc(C#Cc4cccc(F)c4)cc3)[C@@H]2C1	2.2
CC(C)C[C@H]1COc2cc(Br)ccc2S(=O)(=O)N1Cc1cccc(Cl)c1	-6.7
N#C[C@H]1[C@@H](c2ccccc2-c2ccc(F)cc2)[C@@H](CO)N1C(=O)NC1CCCC1	0.0
C/C=C/c1ccccc1[C@@H]1[C@H](C#N)N(C(=O)Cc2ccccn2)[C@H]1CO	2.1
COc1ccccc1CN(C)C[C@H]1OCc2ccccc2-c2c(n(C)c3ccccc23)C(=O)N([C@@H](C)CO)C[C@@H]1C	1.6
O=C(C[C@H]1CC[C@H]2[C@@H](COC[C@H](O)CN2CC2CCCC2)O1)NCC1CC1	-1.1
O=C(C1CCOCC1)N1CC(=O)N2[C@H](CO)[C@@H](c3ccc(C#CC4CC4)cc3)[C@H]2C1	-0.1
O=C(O)[C@H]1[C@H](CO)[C@H]2Cn3c(ccc(C4=CCCCC4)c3=O)[C@H]2N1C(=O)Cc1cccnc1	-0.5
CCOC(=O)[C@]12CCC=C1N(Cc1ccccc1)C(=O)[C@H](CC(=O)NCCc1ccccc1OC)C2	0.4
COc1cccc(NC(=O)N2CC(=O)N3[C@H](CO)[C@@H](c4ccc(C#CCC5CCCC5)cc4)[C@@H]3C2)c1	-0.1
CO[C@H]1CN(C)C(=O)c2cc(NC(=O)CC(F)(F)F)ccc2OC[C@H](C)N(C(=O)C2CCOCC2)C[C@H]1C	0.5
COc1cccc(C(=O)N2CCC[C@H]2C(=O)N2CCC[C@H]2C(=O)N[C@H](C)c2ccccc2)c1	0.1
CCC(=O)N1CC2(C1)[C@@H](c1ccccc1)[C@@H](CO)N2C(=O)c1ccccc1	-0.1
CN(C)C(=O)c1cccc(-c2ccc3c(c2)[C@H]2[C@H](CCN2C(=O)C2CCOCC2)[C@@H](CO)N3)c1	2.4
COc1ccc2c3c(n(C)c2c1)[C@H](CO)N(C(=O)CN(C)C)CC31CCN(Cc2nccs2)CC1	-5.2
CO[C@@H]1CN(C)C(=O)c2ccc(NS(=O)(=O)c3cccc(F)c3)cc2OC[C@H](C)N(C(=O)Cc2cccnc2)C[C@H]1C	0.2
COc1cccc(CN2CC3(CN(C)C3)c3c([nH]c4cc(OC)ccc34)[C@@H]2CO)c1	-9.6
CC(C)(C)n1nnnc1C(c1ccccc1)N1CCN(C(=O)c2ccco2)CC1 (centres undefined)	1.3
CN(C)c1ccc2c(c1)[C@H]1C[C@@H](CC(=O)NCc3ccc(Oc4ccccc4)cc3)O[C@H](CO)[C@H]1O2	-33
O=C(CN1CCOCC1)N1CC2(C1)[C@H](c1ccccc1)[C@H](CO)N2Cc1ccc(F)cc1	-0.7
CC(C)C[C@H]1CN(CCCC[C@H]2CNC(=O)C(=O)N2CC2CCCCC2)C(=O)C(=O)N1CCC1CCCCC1	1.5
C/C=C/c1ccccc1[C@@H]1[C@@H](C#N)N(C(=O)c2cccnc2)[C@@H]1CO	0.6
C[C@H]1CN([C@@H](C)CO)C(=O)CCCn2nncc2CO[C@H]1CN(C)Cc1ccc(C(=O)O)cc1	0.3
CC1(C(=O)NCc2ccccc2)CSCC(=O)N1CCc1c[nH]c2ccccc12 (centres undefined)	1.2
O=C(c1ccc2c(c1)OCO2)N1CC(=O)N2[C@H](C1)[C@H](c1ccc(C#CCC3CCCC3)cc1)[C@@H]2CO	1.2
COc1cccc(S(=O)(=O)N2C[C@@H]3N[C@H](C2)C3c2ccc(-c3ccccc3OC)cc2)c1 (some centres undefined)	-1.1&0.5
CCCNC(=O)N1CC2(C1)CN(C(=O)CC1CC1)[C@@H](CO)c1c2c2ccc(OC)cc2n1C	0.8

Filtered by structure: the entries above with a cyano group
Compound	TcdB inh
N#C[C@H]1[C@@H](c2ccccc2C2=CCCCC2)[C@H](CO)N1C(=O)c1cccc(F)c1	0.1
N#C[C@H]1[C@@H](c2ccccc2-c2ccc(F)cc2)[C@@H](CO)N1C(=O)NC1CCCC1	0.0
C/C=C/c1ccccc1[C@@H]1[C@H](C#N)N(C(=O)Cc2ccccn2)[C@H]1CO	2.1
C/C=C/c1ccccc1[C@@H]1[C@@H](C#N)N(C(=O)c2cccnc2)[C@@H]1CO	0.6

Later entries.
Compound	TcdB inh
Cc1ccccc1CN1[C@@H](CC(C)C)COc2cc(Br)ccc2S1(=O)=O	-8.4
C[C@H]1CN([C@@H](C)CO)C(=O)CCCn2nncc2CO[C@@H]1CN(C)S(=O)(=O)c1ccc(C#N)cc1	-0.6
Cc1ccc(S(=O)(=O)N(C)c2cccc3c2S(=O)(=O)N([C@H](C)c2ccccc2)C[C@@H](COCc2ccccc2)O3)cc1	1.0
C/C=C/c1ccc(C2[C@@H]3CN(C(=O)c4cnccn4)C[C@H]2N3)cc1 (some centres undefined)	0.5
N#Cc1ccc(-c2ccc3c(c2)[C@@H]2[C@@H](CCN2C(=O)C2CCC2)[C@H](CO)N3)cc1	-0.3
CC(C)(C)NC(=O)C(c1cccc2ccccc12)n1c(=O)c(-c2ccco2)nc2ccccc21 (centres undefined)	0.1
N#Cc1ccc(C(C(=O)Nc2ccc3c(c2)OCCO3)n2c(=O)c(-c3ccco3)nc3ccccc32)cc1 (centres undefined)	0.8
CCC(=O)NC[C@H]1[C@@H](c2ccc(C3=CCCC3)cc2)[C@@H](CO)N1C(=O)CN(C)C	0.6
COC(=O)C1=C(C)N(Cc2cccc(C(F)(F)F)c2)C(=NCc2ccc(C(F)(F)F)cc2)NC1c1ccc(C(F)(F)F)cc1 (centres undefined)	1.5
COc1ccc2c3c([nH]c2c1)[C@H](CO)N(Cc1nccs1)CC31CN(C(=O)C2CCCC2)C1	-0.1
COC(=O)c1cc2c(c3c4cc(OC)ccc4n(S(=O)(=O)c4ccc(OC)cc4)c13)C(=O)N(Cc1ccccc1)C2	-0.6
O=C(Cc1cc(C(F)(F)F)cc(C(F)(F)F)c1)Nc1c(-c2ccccc2)[nH][nH]c1=O	-4.7

A portion of the library; the hit share may differ from the screen's.
